Bioassay records from PubChem BioAssay.
PKA-R2B activ: activates the human PKA-R2B holoenzyme complex | PKA-R2B holoenzyme dissociation, Cy5-IP20 fluorescence polarization; R2B truncated from residue 108, S112A mutant; 0% DMSO only, 100% 113 µM cGMP | P22694+P31323 | activation, % at 11.4 µM | 340,000 compounds, 0.079% hits;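 active means activation above a cutoff set at the mean over all compounds plus 3 SD, cut at about 18% in these data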;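 further: higher means more holoenzyme dissociation and a rise in polarization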
phage Ecoli inh: E. coli growth loss with phage present | growth absorbance | 360,000 compounds, 0.26% hits | inhibition, % at 11.9 µM; in the data active means inhibition above about 11%
HTR5A inv ag: HTR5A inverse agonism, opioid heterodimer counter-screen; HTR5A cell line, luminescence; 340,000 compounds, 0.083% hits; inhibition, % at 9.3 µM; P47898; in the data active means inhibition mostly above about 23%, no sharp cut-off; inactive means mostly below about 18%;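 further: 0% = cells with DMSO and 100% = no-cell wells with DMSO; some compounds called inactive have numbers as strong as hits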
E coli growth: counter-screen for AddAB inhibitors: E. coli growth inhibition. E. coli V3065 growth, OD600 absorbance, 18 h. inhibition, % at 11.9 µM. 330,000 compounds, 0.27% hits. AID 449728;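 active means inhibition above the campaign's mean inhibition across all tested compounds plus 3 SD, cut at about 9.9% in these data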;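 further: uninfected addAB+ strain grown without phage in ampicillin broth; 0% = DMSO wells and 100% = ciprofloxacin 0.95 µg/ml wells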
OPRM1-OPRD1 ag: agonists of human mu-delta opioid receptor heterodimerization | P35372+P41143 | cells, OPRM1-OPRD1 heterodimerization, luminescence | activation, % at 9.3 µM | 340,000 compounds, 0.3% hits | AID 504326; in the data active means activation above about 18%;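 further: 0% = vehicle-treated cells and 100% = reference agonist; values of inactives mirror those of a sister screen read the other way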
Target sequence (P35372 whole entry, looked up): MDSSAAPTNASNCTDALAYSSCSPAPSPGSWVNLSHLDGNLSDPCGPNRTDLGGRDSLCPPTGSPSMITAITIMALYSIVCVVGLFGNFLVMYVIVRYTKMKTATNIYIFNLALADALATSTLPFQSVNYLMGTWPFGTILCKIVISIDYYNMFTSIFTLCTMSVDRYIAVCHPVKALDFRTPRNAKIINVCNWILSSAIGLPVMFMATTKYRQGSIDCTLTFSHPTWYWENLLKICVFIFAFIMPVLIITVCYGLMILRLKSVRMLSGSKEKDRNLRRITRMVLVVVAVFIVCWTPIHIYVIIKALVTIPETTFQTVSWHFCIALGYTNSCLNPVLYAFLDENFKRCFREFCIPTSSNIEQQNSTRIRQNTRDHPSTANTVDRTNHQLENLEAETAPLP
Target sequence (P41143 whole entry, looked up): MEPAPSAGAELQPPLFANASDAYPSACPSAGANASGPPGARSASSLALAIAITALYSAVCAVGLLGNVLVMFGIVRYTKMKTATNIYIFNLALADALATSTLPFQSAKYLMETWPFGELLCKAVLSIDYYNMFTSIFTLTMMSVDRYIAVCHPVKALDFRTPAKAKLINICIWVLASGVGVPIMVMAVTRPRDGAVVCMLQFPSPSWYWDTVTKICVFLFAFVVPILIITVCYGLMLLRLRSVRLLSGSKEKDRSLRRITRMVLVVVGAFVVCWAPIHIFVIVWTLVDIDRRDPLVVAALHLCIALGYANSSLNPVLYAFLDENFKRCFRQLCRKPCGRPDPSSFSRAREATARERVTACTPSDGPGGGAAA
PfHsp90 set2: inhibits growth of yeast expressing Plasmodium falciparum Hsp90; inhibition, % at 9.4 µM; S. cerevisiae expressing PfHsp90, BacTiter-Glo ATP, 48 h; yeast lacking PDR1 and PDR3 efflux regulators; AID 504621; 310,000 compounds, 0.32% hits;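 active means every replicate shows inhibition above about 80%, whatever the replicate mean, limit read from the data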;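 further: 0% = DMSO neutral controls and 100% = 20 µM radicicol positive controls; yeast relying on Plasmodium falciparum Hsp90 in place of its own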
PKA-R1A activ: activators of PKA-R1A complex. activation, % at 11.4 µM. 340,000 compounds, 0.083% hits. AID 504707. PKA-R1A dissociation, Cy5-IP20 fluorescence polarization; scaled: DMSO 0%, 113 µM cGMP 100%;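 active means percent activation above the mean of all tested compounds plus 3 SD, cut at about 19% in these data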;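 further: higher means more PKAc released from R1A so a rise in polarization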
SUMO Mot1 rescue: blocks SUMOylation pathway, rescuing yeast Mot1-301 growth. 320,000 compounds, 1% hits. growth rescue, % at 18.8 µM. S. cerevisiae Mot1-301 growth rescue, ATP luminescence, 38.5C; percent above DMSO median, 100 means doubled. AID 2716;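 active means every valid replicate shows activation above 250% relative to neutral control wells; inactive means the rest, any valid replicate at or below 250%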;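 further: OY570 slx delta 5 strain wells were the positive control but not used for scaling; some compounds called inactive have numbers as strong as hits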
Tat export inh: blocks Tat-dependent protein export in E. coli; E. coli MC4100 TorA-mCherry Tat export, fluorescence; inhibition, % at 10 µM; 340,000 compounds, 0.036% hits; AID 488895;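 active means mean replicate inhibition at least 50% and at least half of replicates individually reaching 50%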;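 further: exported cargo escapes ClpAP degradation while cytoplasmic cargo is degraded and loses fluorescence; 0% = median of neutral control wells and 100% = median of NaSCN control wells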
AddAB inh: less growth of phage-infected E. coli with AddAB | E. coli expressing H. pylori AddAB, absorbance growth | inhibition, % at 11.9 µM | 330,000 compounds, 0.29% hits; in the data active means inhibition above about 12%;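 further: 0% = vehicle wells of infected cells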
MOR-DOR inv ag: mu-delta opioid heterodimer inverse agonism | P35372+P41143 | cell-based MOR-DOR heterodimer luminescence | inhibition, % at 9.3 µM | 340,000 compounds, 0.21% hits | AID 504357; in the data active means inhibition above about 22%, passing the limit was not always enough;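 further: 0% = cells with DMSO and 100% = wells without cells with DMSO; values of inactives mirror those of a sister screen read the other way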
* marks the source's active call; other numbers are inactive results; . = not tested or not shown.

SMILES | PKA-R2B activ | phage Ecoli inh | HTR5A inv ag | E coli growth | OPRM1-OPRD1 ag | PfHsp90 set2 | PKA-R1A activ | SUMO Mot1 rescue | Tat export inh | AddAB inh | MOR-DOR inv ag
Cc1ccc(CCNC(=O)Cn2ncc3c([nH]c4ccccc43)c2=O)cc1 | 1 | 1.3 | -12 | -0.1 | -1.7 | 5 | 1 | -5 | 9 | 3.4 | 8
O=C(CCc1c[nH]c2ccccc12)N1CCCC1 | -11 | 0.2 | -1 | 1.6 | -0.4 | -3 | -6 | 4 | 2 | 3.3 | 3
CCCCc1ccc(CC(=O)Nc2cc(S(=O)(=O)N3CCOCC3)ccc2O)cc1 | -1 | 1.6 | 4 | -0.2 | -0.8 | -22 | -3 | -11 | 6 | 0.4 | 4
CC(=O)N1c2ccccc2C(=O)OC1c1cccnc1 (stereo unspecified) | 3 | 2.0 | 13 | 2.0 | -1.5 | -6 | 8 | -11 | -5 | 3.2 | 8
COc1ccc(-c2csc(N)n2)cc1F | 2 | 3.2 | -4 | 0.0 | -1.6 | 13 | 5 | 92 | 3 | -0.1 | 8
Cc1ccccc1-n1ncc2c([N+](=O)[O-])cc([N+](=O)[O-])cc21 | -4 | 3.4 | -23 | 3.4 | 13 | 20 | -10 | 421* | -3 | 1.7 | -74
CCc1ccccc1NC(=O)N[C@@H](C)C(=O)OC | -1 | -0.3 | -5 | 2.0 | -2.2 | 9 | -7 | 650* | 3 | 4.5 | 13
Cc1c(C(=O)NCCCN2CCOCC2)sc2ncnc(N3CCN(c4ccccc4)CC3)c12 | -7 | -0.1 | 25 | . | -2.5 | -4 | -5 | . | -4 | . | 12
CCCCn1c(N)c(N(CCOC)C(=O)CN2C(=O)C3CCCCC3C2=O)c(=O)[nH]c1=O (stereo unspecified) | -3 | -0.4 | -15 | 0.2 | -2.5 | -21 | -4 | 1 | 1 | 2.1 | 10
CC1=C(C(=O)O)N2C(=O)C(NC(=O)c3nn(C)cc3Cl)C2SC1 (stereo unspecified) | -4 | 0.9 | 0 | 1.1 | -4.5 | 16 | 9 | 21 | 2 | 4.6 | 19
CCc1cc(=O)oc2c(CN3CCCC3)c(O)c(Cl)cc12 | -3 | 2.3 | -14 | 2.9 | -1.0 | 14 | 2 | 22 | 3 | 0.9 | 5
Cc1sc2nc(SCC(=O)NCc3ccco3)n(-c3ccccc3)c(=O)c2c1C | -3 | 5.0 | 1 | -0.1 | -1.2 | -17 | -15 | -22 | 6 | 1.3 | 7

Remaining list, next part:
SMILES | PKA-R2B activ | phage Ecoli inh | HTR5A inv ag | E coli growth | OPRM1-OPRD1 ag | PfHsp90 set2 | PKA-R1A activ | SUMO Mot1 rescue | Tat export inh | AddAB inh | MOR-DOR inv ag
O=C(N/N=C\c1cn[nH]c1-c1ccccc1)c1cccnc1 | 1 | 2.0 | 14 | 0.4 | -3.1 | 9 | -1 | -4 | 1 | -0.8 | 18
NC(=O)c1nn(-c2ccccc2)nc1NC(=O)CN1CCCC1 | -12 | -2.3 | -13 | -1.2 | -2.1 | 4 | -9 | 200 | -9 | 2.5 | 11
O=C(/C=C/c1ccco1)N(Cc1ccc(Cl)cc1)C1CCS(=O)(=O)C1 (stereo unspecified) | -8 | -1.5 | -5 | -3.9 | -3.4 | -13 | -2 | -13 | 4 | 0.0 | 18
CCN(CC)CCCN(Cc1cc2cc3c(cc2[nH]c1=O)OCCO3)C(=O)Nc1ccccc1 | 3 | 4.1 | 7 | -2.1 | -1.2 | 1 | -4 | -27 | -17 | -1.2 | 7
O=C(CCSc1ccccc1)N1CCCC1 | -7 | 2.5 | 2 | 1.1 | 1.3 | 1 | -4 | 45 | 5 | 0.4 | -9
O=C(c1ccc2c(c1)OCO2)C1CCCN(Cc2cc(F)ccc2-n2cccn2)C1 (stereo unspecified) | 1 | 6.3 | 8 | 1.5 | -0.2 | -17 | 3 | -3 | 11 | 2.4 | 1
COc1cccc(CNC(=O)CCC2CCCN(C(=O)c3cccc(Cl)c3)C2)c1 (stereo unspecified) | -7 | 2.1 | -12 | 0.4 | -0.8 | 1 | 6 | 5 | -4 | -1.6 | 4
CCOC(=O)CSc1nnc(CNc2ccc(Cl)cc2)n1Cc1ccccc1 | -5 | 2.5 | 8 | 2.0 | -2.4 | 16 | -17 | 13 | -3 | -0.8 | 13
O=C(N/C(=C\c1ccc(Br)cc1)C(=O)N1CCCC1)c1cccs1 | -3 | 3.7 | 10 | 0.2 | -2.0 | -48 | -5 | 25 | 21 | 1.9 | 11
CC1(C)c2[nH]c3ccccc3c2C[C@H]2C(=O)N(Cc3ccccc3F)C(=O)N21 | -10 | 0.8 | -29 | 2.6 | 5.5 | 4 | 0 | 3 | -2 | 1.4 | -30
CCc1ccc(CN(C)C(=O)c2cc(=O)c3ccccc3o2)cc1 | 0 | -0.3 | 27 | 2.1 | 0.2 | 16 | -2 | -8 | -2 | 3.3 | -1
O=C(CN1C(=O)C2CC=CCC2C1=O)Nc1nc2ccc(F)cc2s1 (stereo unspecified) | -13 | 3.8 | -1 | 0.4 | -0.8 | 8 | 15 | 2 | -9 | 2.4 | 4

One compound at a time, from the list above. Screens in order: PKA-R2B activ	phage Ecoli inh	HTR5A inv ag	E coli growth	OPRM1-OPRD1 ag	PfHsp90 set2	PKA-R1A activ	SUMO Mot1 rescue	Tat export inh	AddAB inh	MOR-DOR inv ag
CC1=C(C(=O)O)N2C(=O)C(NC(=O)c3nn(C)cc3Cl)C2SC1 (stereo unspecified) as listed: -4	0.9	0	1.1	-4.5	16	9	21	2	4.6	19
Cc1ccccc1-n1ncc2c([N+](=O)[O-])cc([N+](=O)[O-])cc21 as listed: -4	3.4	-23	3.4	13	20	-10	421*	-3	1.7	-74
CCc1ccc(CN(C)C(=O)c2cc(=O)c3ccccc3o2)cc1 as listed: 0	-0.3	27	2.1	0.2	16	-2	-8	-2	3.3	-1

Next results:
SMILES | PKA-R2B activ | phage Ecoli inh | HTR5A inv ag | E coli growth | OPRM1-OPRD1 ag | PfHsp90 set2 | PKA-R1A activ | SUMO Mot1 rescue | Tat export inh | AddAB inh | MOR-DOR inv ag
Cc1ccc(C2c3[nH]c4ccccc4c3C[C@H]3C(=O)N(c4ccccc4C(=O)NCCN4CCOCC4)C(=O)N23)cc1 (stereo partly specified) | 3 | 5.2 | 15 | -3.9 | -3.4 | -6 | 1 | 7 | 12 | 4.4 | 17
COc1c(/C=N/NC(=O)[C@H]2C[C@@H]2c2ccccc2)c(CCN(C)C(C)=O)cc2c1OCO2 | 8 | 1.1 | 8 | 3.7 | -1.2 | 7 | 5 | -12 | 1 | -0.6 | 7
O=C1CCC(=O)N1OCCCOc1ccc(Br)cc1Cl | 0 | 1.7 | -5 | . | -2.8 | 1 | 1 | . | 10 | . | 13
CCOc1ccccc1NC(=S)NNS(=O)(=O)c1c(C)cc(C)cc1C | 4 | 2.3 | -13 | 2.6 | -0.3 | 1 | 1 | -19 | -7 | 3.1 | 1
Cc1cc(Br)ccc1NC(=O)CN(C)C(=O)C1CSC2(C)CCC(=O)N12 (stereo unspecified) | -1 | 2.6 | -1 | -1.6 | -0.5 | -13 | 8 | 4 | -6 | -0.8 | 2
CCCCOC(=O)c1ccc(NC(=O)C2CCCO2)cc1 (stereo unspecified) | 4 | 2.0 | -20 | 0.1 | 0.5 | 2 | 7 | -1 | -18 | 2.4 | -3
CCC1(c2ccccc2)NC(=S)N(c2ccc(C)c(C)c2)N1 (stereo unspecified) | -3 | 0.6 | 2 | -0.7 | -1.5 | -32 | -7 | 62 | -6 | 0.9 | 8
O=C(NCCc1ccccc1)c1cnc2n(c1=O)CCS2 | 1 | 3.4 | -11 | -2.2 | -2.1 | -5 | -7 | -4 | 2 | -1.1 | 10
COc1ccc(OC)c(N(CC(=O)Nc2cccc(C(F)(F)F)c2)S(C)(=O)=O)c1 | -6 | 5.3 | 10 | 0.8 | -2.9 | -23 | -13 | -16 | 3 | 3.5 | 14
CCOc1ccc(CNC(=O)CCCn2nc(CC)n3c(cc4occc43)c2=O)cc1 | -4 | -1.8 | 7 | -3.0 | -1.4 | -1 | -2 | 186 | 3 | 0.3 | 7
COc1cc(N2C(=O)CSC2=S)cc(OC)c1OC | -5 | 1.8 | -12 | -0.7 | -1.3 | -8 | -14 | -3 | -9 | -2.5 | 7
Cc1occc1C(=O)N/N=C/c1cnn(C)c1C | 7 | -1.4 | -22 | -1.4 | 0.5 | 1 | -5 | -1 | -2 | 0.5 | -3

Next section:
SMILES | PKA-R2B activ | phage Ecoli inh | HTR5A inv ag | E coli growth | OPRM1-OPRD1 ag | PfHsp90 set2 | PKA-R1A activ | SUMO Mot1 rescue | Tat export inh | AddAB inh | MOR-DOR inv ag
O=C(NNC(=O)c1ccc(F)cc1)C(=O)N1CCCCC1 | -12 | 0.7 | -18 | 0.7 | -2.8 | . | -9 | 1 | -8 | 4.6 | 15
CC(=O)Nc1ccc(NC(=O)N2CCCCC2)cc1 | 3 | 1.4 | 5 | 2.0 | -1.7 | -2 | 3 | 5 | 3 | 1.9 | 10
CCCCc1ccc(NC(=S)NCCO)cc1 | -6 | 1.5 | 11 | 1.4 | -2.2 | -14 | -6 | 3 | 1 | 1.2 | 11
CCCc1cc(=O)[nH]c(SCC(=O)c2cc(C)n(-c3cc(C)on3)c2C)n1 | -7 | 3.1 | -2 | 0.8 | -0.1 | . | -11 | 0 | -1 | 0.3 | 0
CCOC(=O)N1CCN(c2c(N3CCN(C(=O)OCC)CC3)c(=O)c2=O)CC1 | -5 | 2.3 | 8 | -1.3 | -0.6 | 18 | 8 | -5 | -7 | -0.2 | 3
CC(=O)OCCNC(=O)c1cccnc1 | -10 | 1.4 | -10 | 1.6 | -1.7 | 1 | -12 | -2 | -1 | 1.6 | 10
CC(=O)C1=C(O)C(=O)N(c2cc(C(C)(C)C)on2)C1c1ccc(Br)cc1 (stereo unspecified) | -5 | 0.0 | 7 | 0.6 | -0.9 | . | -7 | -4 | 4 | 4.3 | 5
CCC(=O)c1ccc(OC(=O)c2cnccn2)cc1 | -9 | 0.8 | -16 | -2.0 | -2.4 | 21 | 13 | -9 | -3 | -1.9 | 12
N#Cc1ccc(NC(=O)c2cc(=O)c3ccccc3o2)cc1 | 4 | 3.5 | 0 | -0.8 | 1.2 | 13 | 5 | 28 | 6 | -0.2 | -5
CCOc1ccc(NC(=S)Nc2ccc(OCc3ccccc3)cc2)cc1 | -2 | 3.1 | -10 | 1.0 | -1.3 | 12 | 4 | 11 | -7 | 4.0 | 7
CC1(C)N=C(N)NC(Nc2cccc(Br)c2)=N1 | -9 | 2.5 | 20 | -1.4 | -2.2 | -5 | -8 | -3 | 0 | -0.6 | 11
CCOC(=O)c1ccc(N/C=C2\CCCCC2=O)cc1 | -1 | 0.5 | 11 | 0.6 | -1.0 | 4 | 2 | 2 | 2 | -0.2 | 6

Hits appear at their usual frequency. About 2.2% of those tested had a hit in this group.
